CAL PDZ inh: blocks peptide binding to human CAL PDZ domain; purified CAL PDZ, TMR-peptide fluorescence polarization, 1 h; inhibition, % at 20 µM; actives 0.02% (n = 330,000); AID 504414;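 active means highest replicate inhibition of at least 40%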;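 further: plate controls were DMSO neutral control wells for no effect and unlabeled competitor peptide control wells for full effect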
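Test system: purified CerCALP PDZ construct; Compound dosing: one concentration, 20 µM compound; Also added: TMR-labelled reporter peptide T*-PRC34 bound in PDZ groove; Read-out: inhibition from polarization loss; Controls: unlabelled peptide and DMSO controls; Signal: FP readout, S and P plane fluorescence; Incubation: 1 h at RT.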
DAGLB inh: blocks human DAGLB lipase activity | AID 504411 | Q8NCG7 | inhibition, % at 5.17 µM | HEK293T DAGLB membrane lysate, EnzChek fluorogenic substrate | actives 0.059% (n = 340,000); in the data active means inhibition above about 34%;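 further: 0% = enzyme with vehicle and 100% = wells lacking enzyme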
Target sequence (Q8NCG7 whole entry, looked up): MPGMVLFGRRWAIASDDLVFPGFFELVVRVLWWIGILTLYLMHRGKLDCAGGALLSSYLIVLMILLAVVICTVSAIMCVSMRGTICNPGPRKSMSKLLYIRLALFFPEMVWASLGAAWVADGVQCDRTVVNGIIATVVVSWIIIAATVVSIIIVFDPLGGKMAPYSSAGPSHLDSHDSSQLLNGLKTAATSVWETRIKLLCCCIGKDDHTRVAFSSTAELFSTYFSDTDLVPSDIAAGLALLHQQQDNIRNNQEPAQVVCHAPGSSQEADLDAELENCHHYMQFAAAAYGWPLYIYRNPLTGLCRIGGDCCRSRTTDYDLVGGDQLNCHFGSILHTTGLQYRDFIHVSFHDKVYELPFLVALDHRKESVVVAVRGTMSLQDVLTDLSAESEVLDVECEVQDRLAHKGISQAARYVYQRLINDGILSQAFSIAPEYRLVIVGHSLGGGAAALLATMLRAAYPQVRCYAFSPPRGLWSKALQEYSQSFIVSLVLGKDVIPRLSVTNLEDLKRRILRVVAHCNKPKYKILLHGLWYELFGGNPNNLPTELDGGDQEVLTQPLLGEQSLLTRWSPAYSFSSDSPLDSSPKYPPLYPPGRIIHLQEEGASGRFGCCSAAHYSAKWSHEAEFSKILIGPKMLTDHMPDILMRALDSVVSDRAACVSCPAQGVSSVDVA
E coli growth: counter-screen for AddAB inhibitors: E. coli growth inhibition; E. coli V3065 growth, OD600 absorbance, 18 h; inhibition, % at 11.9 µM; actives 0.27% (n = 330,000); AID 449728;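 active means inhibition above the campaign's mean inhibition across all tested compounds plus 3 SD, cut at about 9.9% in these data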;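 further: uninfected addAB+ strain grown without phage in ampicillin broth; 0% = DMSO wells and 100% = ciprofloxacin 0.95 µg/ml wells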
PvdQ acylase: blocks Pseudomonas aeruginosa PvdQ acylase activity. AID 488965. inhibition, % at 10 µM. actives 0.063% (n = 340,000). purified PvdQ acylase, fluorescence plate reader; in the data active means inhibition above about 30%, passing the limit was not always enough; inconclusive means no clear call, values can overlap the other calls;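 further: 0% = vehicle neutral wells and 100% = reference inhibitor wells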
Tat transport: E. coli Tat transport inhibition. E. coli MC4100 TorA-mCherry Tat export, fluorescence. inhibition, % at 10 µM. actives 0.036% (n = 340,000);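 active means mean replicate inhibition at least 50% and at least half of replicates individually reaching 50%; inconclusive means only one of the two criteria met; inactive means neither criterion met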;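 further: exported cargo escapes ClpAP degradation while cytoplasmic cargo is degraded and loses fluorescence; 0% = median of neutral control wells and 100% = median of NaSCN control wells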
AddAB inh: less growth of phage-infected E. coli with AddAB; E. coli expressing H. pylori AddAB, absorbance growth; inhibition, % at 11.9 µM; actives 0.29% (n = 330,000); in the data active means inhibition above about 12%;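 further: 0% = vehicle wells of infected cells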
Wnt bcat act: activators of Wnt/beta-catenin signaling; actives 1.2% (n = 300,000); Wnt/beta-catenin reporter cell assay, activator, plate reader; activation, % at 9.35 µM; in the data active means activation above about 30%, passing the limit was not always enough; inconclusive means no clear call, values can overlap the other calls;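 further: 0% = neutral control wells and 100% = positive control wells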
phage Ecoli inh: E. coli growth loss with phage present; growth absorbance; AID 651602; actives 0.26% (n = 360,000); inhibition, % at 11.9 µM; in the data active means inhibition above about 11%
PfHsp90 yeast 2: inhibits growth of yeast expressing Plasmodium falciparum Hsp90; S. cerevisiae expressing PfHsp90, BacTiter-Glo ATP, 48 h; yeast lacking PDR1 and PDR3 efflux regulators; inhibition, % at 9.4 µM; actives 0.32% (n = 310,000); AID 504621;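 active means every replicate shows inhibition above about 80%, whatever the replicate mean, limit read from the data; inconclusive means mean inhibition reaches the set limit but some replicate falls short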;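 further: 0% = DMSO neutral controls and 100% = 20 µM radicicol positive controls; yeast relying on Plasmodium falciparum Hsp90 in place of its own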
Rtt109 Vps75: C. albicans Rtt109 histone acetyltransferase inhibition; inhibition, % at 34.9 µM; Q5AAJ8; actives 0.16% (n = 330,000); AID 540336; purified Rtt109/Vps75, ThioGlo CoA-SH fluorescence, 4 h;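 active means inhibition of at least 50% in every replicate; inconclusive means best replicate reaches 50% inhibition but some replicates fall short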
Target sequence (Q5AAJ8 whole entry, looked up): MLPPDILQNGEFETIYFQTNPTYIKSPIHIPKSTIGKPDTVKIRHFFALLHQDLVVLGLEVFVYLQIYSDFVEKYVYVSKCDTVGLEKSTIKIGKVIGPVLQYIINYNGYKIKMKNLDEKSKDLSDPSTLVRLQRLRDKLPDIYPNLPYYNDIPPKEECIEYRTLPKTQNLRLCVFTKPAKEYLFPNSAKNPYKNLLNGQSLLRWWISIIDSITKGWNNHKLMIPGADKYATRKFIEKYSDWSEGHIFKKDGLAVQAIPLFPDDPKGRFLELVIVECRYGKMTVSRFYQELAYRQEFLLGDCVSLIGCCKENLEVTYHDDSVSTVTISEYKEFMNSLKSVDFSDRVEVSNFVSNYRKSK
An asterisk follows results filed as active; u = inconclusive; x = no result given.

Preview, nine compounds:
SMILES	CAL PDZ inh	DAGLB inh	E coli growth	PvdQ acylase	Tat transport	AddAB inh	Wnt bcat act	phage Ecoli inh	PfHsp90 yeast 2	Rtt109 Vps75
Cc1cccc(C(=O)NCCNC(=O)c2ccccn2)c1	-2.7	0	1.0	-12	8	3.7	-2	1.7	-6	-5
CCCCC(=O)N/N=C/c1ccc(Sc2cccc3cccnc23)o1	-0.4	0	-0.6	2	-5	-0.5	x	1.0	-8	3
CCOC(=O)C1=C(C)N(c2ccccc2)C(=O)/C1=C\c1cccs1	-0.8	1	0.1	4	-2	0.8	x	2.4	8	-4
COCCN1CCN(C(=O)c2ccc3c(c2)S(=O)(=O)c2ccccc2C3=O)CC1	x	x	0.0	x	x	-0.6	-1	2.2	x	x
O=C(Nc1ccc2oc(-c3ccccc3Cl)nc2c1)c1ncn[nH]1	-4.4	-1	2.1	-35	-14	1.2	27	0.6	40	4
Cc1nn(-c2ccccc2)c(C)c1/C=N/n1c(-c2ccncc2)n[nH]c1=S	-2.3	1	-1.3	-4	10	-0.4	-6	3.5	-14	x
CCOC(=O)c1cc(S(=O)(=O)N(C)Cc2ccccc2)cn1C	-0.6	-3	0.3	-16	3	2.6	-2	3.3	-3	-12
CN1CCN(C(c2ccc(Br)cc2)c2cc(Cl)c3cccnc3c2O)CC1 (stereo not drawn)	-1.0	-3	23*	-13	-8	22*	2	13*	107*	2
O=C(N/N=C/c1cc2c(cc1Br)OCO2)c1c[nH]c2ccccc12	-4.3	3	3.6	-2	-1	6.0	16	3.6	14	11

The listing (from the top)
SMILES	CAL PDZ inh	DAGLB inh	E coli growth	PvdQ acylase	Tat transport	AddAB inh	Wnt bcat act	phage Ecoli inh	PfHsp90 yeast 2	Rtt109 Vps75
Cc1cccc(C(=O)NCCNC(=O)c2ccccn2)c1	-2.7	0	1.0	-12	8	3.7	-2	1.7	-6	-5
CCCCC(=O)N/N=C/c1ccc(Sc2cccc3cccnc23)o1	-0.4	0	-0.6	2	-5	-0.5	x	1.0	-8	3
CCOC(=O)C1=C(C)N(c2ccccc2)C(=O)/C1=C\c1cccs1	-0.8	1	0.1	4	-2	0.8	x	2.4	8	-4
COCCN1CCN(C(=O)c2ccc3c(c2)S(=O)(=O)c2ccccc2C3=O)CC1	x	x	0.0	x	x	-0.6	-1	2.2	x	x
O=C(Nc1ccc2oc(-c3ccccc3Cl)nc2c1)c1ncn[nH]1	-4.4	-1	2.1	-35	-14	1.2	27	0.6	40	4
Cc1nn(-c2ccccc2)c(C)c1/C=N/n1c(-c2ccncc2)n[nH]c1=S	-2.3	1	-1.3	-4	10	-0.4	-6	3.5	-14	x
CCOC(=O)c1cc(S(=O)(=O)N(C)Cc2ccccc2)cn1C	-0.6	-3	0.3	-16	3	2.6	-2	3.3	-3	-12
CN1CCN(C(c2ccc(Br)cc2)c2cc(Cl)c3cccnc3c2O)CC1 (stereo not drawn)	-1.0	-3	23*	-13	-8	22*	2	13*	107*	2
O=C(N/N=C/c1cc2c(cc1Br)OCO2)c1c[nH]c2ccccc12	-4.3	3	3.6	-2	-1	6.0	16	3.6	14	11
Cc1nnsc1C(=O)N1CCN(c2ccc(C#N)cn2)CC1	0.6	x	0.8	-11	-1	0.2	0	-2.7	7	-6
COC(=O)CC1C(=O)NCCN1C(=O)CSc1nc2cc(Cl)ccc2o1 (stereo not drawn)	-1.0	0	-1.9	-8	-4	1.6	-1	5.7	-14	2
COc1cc(C(=O)N2CCN(c3ccccc3)CC2)c2ccccc2n1	0.2	-4	x	-4	-5	x	-8	1.5	3	-3
Cc1ccc(-c2cc(C(=O)N/N=C/C(Br)=C/c3ccccc3)n[nH]2)o1	-1.7	0	0.2	5	-2	4.9	18	1.7	-48	5
Cc1nnn(-c2nonc2N)c1C(=O)N/N=C/c1cccc2ccccc12	-2.5	-2	-2.3	-11	-11	0.0	1	3.1	0	-3
CN(C)C1(CNC(=O)c2cccc(S(=O)(=O)Nc3ccc(Br)cc3)c2)CCCCC1	-0.9	-3	0.2	7	-7	-1.7	-3	1.5	31	0
Cc1cccc(-n2c(SCC(=O)Nc3ncc(Cl)cc3Cl)nc3ccccc32)c1	-1.0	-6	-1.0	4	13	1.4	-2	4.1	-11	-1
Cc1ccc(S(=O)(=O)Nc2cccnc2)cc1	-2.1	-3	1.0	-14	-8	0.7	-5	5.0	x	-9
COc1ccc(C)cc1S(=O)(=O)N(C)CC(=O)N1CCCC1	1.0	-2	2.1	-4	2	2.5	2	0.6	12	-2
C/C=C(/C)C(=O)O[C@@H]1[C@H](OC(=O)C=C(C)C)c2c(ccc3ccc(=O)oc23)OC1(C)C	-0.4	-7	0.3	4	3	1.8	-2	0.9	11	-5
Cc1cc(=O)[nH]c(SCc2cn3ccccc3n2)n1	-2.4	-1	-2.7	13	0	-0.1	0	3.0	-16	25
COc1ccccc1-c1nc(SCC(=O)Nc2cc(C)on2)c2c(=O)n(C)c(=O)n(C)c2n1	-0.9	0	1.6	-13	-9	2.4	2	2.6	-16	3
CC1CN(C(=O)c2cc([N+](=O)[O-])cc([N+](=O)[O-])c2)CC(C)O1 (stereo not drawn)	-1.4	-3	2.9	-3	-2	1.6	0	1.9	2	4
Cc1ccsc1/C=N\NC(=O)CC(=O)NCc1ccccc1	-0.8	-2	-2.3	-9	-1	1.0	-10	2.8	5	-6
COc1ccc(OC)c(CN2CCN(C(=O)c3cc4ccccc4cc3O)CC2)c1	-1.6	1	3.5	-7	-1	-0.6	1	-4.8	-12	-5
COC1C(CO)OC(n2cnc3c(=S)nc(N)[nH]c32)C1O (stereo not drawn)	-0.3	-2	x	-5	-4	x	-4	1.6	24	-1
O=C(CCCN1C(=O)c2ccccc2C1=O)Nc1c(C(=O)C2CC2)oc2ccccc12	0.4	-1	-0.3	-1	-2	-5.1	-1	0.1	3	1
Cc1c(CC(=O)O)c(=O)oc2c(C)c(OCc3c(F)cccc3Cl)ccc12	x	5	x	-2	-3	x	-1	1.8	-1	-5
CCOc1ccc(NC(=O)c2nc(SCC)ncc2Cl)cc1	2.1	-11	-0.2	9	-3	-1.1	4	-0.6	16	-2
O=C(O)c1cccc(-c2ccc3c(c2)OCO3)c1	11	-1	-0.7	-11	30	1.9	8	-0.3	43	3
COc1ccc(CCNS(=O)(=O)c2ccc(-c3ccc(=O)[nH]n3)o2)cc1OC	-1.9	0	3.0	-10	-8	4.1	1	-2.4	-8	4
Cc1cc(C)n(CC2CC(=O)N(c3ccc(Cl)c(Cl)c3)C2=O)n1 (stereo not drawn)	-0.2	0	0.1	-4	-1	-0.6	-5	2.6	9	4
CCOc1ccc2nc(NC(=O)c3ccc(OC)c(S(=O)(=O)N4CCOCC4)c3)sc2c1	-0.4	3	-2.9	-16	2	2.1	-1	3.6	x	-2
CCN(CC(=O)NCc1ccc(F)cc1)C(=O)c1cc2ccccc2o1	-3.7	5	0.8	-4	-15	0.9	0	2.8	6	2
Cc1ccc(N2C(=S)NC3c4cc(Cl)ccc4OC2(C)C3C(=O)N(C)C)cc1 (stereo not drawn)	-0.7	0	0.2	-4	2	-0.6	0	-0.3	0	12
CCOC(=O)c1oc2cccc(OC(C)=O)c2c1C	-1.0	-8	1.9	-3	-2	0.2	x	3.1	9	-7
NS(=O)(=O)c1ccc(NC(=S)N2CCN(c3cccc(Cl)c3)CC2)cc1	-0.4	3	0.9	4	7	5.6	-1	2.9	-5	-5
CC(C)COc1ccc(C(=O)OCCN2CCOCC2)c(O)c1	-0.9	0	-0.7	14	-9	2.7	x	3.6	17	6
O=C(NC(=S)Nc1cccnc1Cl)c1ccc(F)cc1	-2.6	-8	-0.9	-15	2	1.7	37*	2.6	-5	-5
COc1cc(/C=N/NC(=O)C(NC(=O)c2ccccc2)c2n[nH]c(=O)c3ccccc23)ccc1OCC(N)=O (stereo not drawn)	-1.7	13	0.0	-8	-4	-0.5	-1	-2.8	24	18
Cc1ccc(CCNS(=O)(=O)c2cnc[nH]2)cc1	-1.5	2	-1.4	-5	-5	0.6	10	2.6	7	-3
CC1CN(Cc2cc(=O)n3ccsc3n2)CC(C)O1 (stereo not drawn)	-2.4	1	-3.0	2	-2	-1.2	x	-0.2	-14	7
CC(NC(=O)COC(=O)[C@@H]1CCCN1S(=O)(=O)c1ccccc1F)C12CC3CC(CC(C3)C1)C2 (stereo partly drawn)	0.1	-6	-0.9	4	8	2.5	x	1.7	4	4
C=CCSc1nnc(CCc2ccccc2)n1N	-0.9	0	x	7	0	x	0	2.9	0	u
CCCCCCn1nc(C(=O)N(CC(C)C)c2c(N)n(CCCC)c(=O)[nH]c2=O)c2ccccc2c1=O	-1.7	22	1.6	-13	6	2.8	2	-1.0	8	0
CCOc1ccc2sc(NS(=O)(=O)c3ccc(N)cc3)nc2c1	-2.5	1	1.4	-2	1	0.5	3	2.3	-1	-1
O=C(CCCC(=O)OCC1CCCO1)OCC1CCCO1 (stereo not drawn)	0.1	2	4.7	6	-12	3.4	0	0.5	-1	15
CN1OC(c2ccccc2)=C(CO)C1c1ccccc1 (stereo not drawn)	-1.9	-1	-0.7	-7	0	1.1	x	4.2	-7	2
O=C(Oc1ccccc1N1CCOCC1)c1sccc1Br	0.4	-2	-1.2	-8	7	1.5	45*	2.0	-18	11
COc1ccc(C(=O)C2CCCN(C(=O)CCc3scnc3C)C2)c(C)c1 (stereo not drawn)	-4.0	-2	-1.6	-18	-5	-1.2	-2	3.8	-1	-4
CCNC(=S)Nc1nc2c(cc1C(=O)OCC)CCCC2	-1.0	-1	-1.0	-8	-10	1.0	2	3.2	-16	2
COc1ccc(S(=O)(=O)Nc2c(C)n(C)n(-c3ccccc3)c2=O)cc1Br	-1.5	0	-1.6	-8	0	1.3	1	1.3	7	x
Clc1ccc(-c2cc(COc3ccc4ccccc4c3)no2)cc1	0.0	-3	2.2	-9	-1	0.3	x	-0.7	12	-1
COCCn1c(SCC(=O)Nc2nc(C)cs2)nnc1C(C)C	-0.7	-2	0.5	9	-6	1.1	-3	1.5	-6	3
O=C(CC1NCCNC1=O)Nc1ccccc1 (stereo not drawn)	-2.5	1	0.8	8	7	0.4	0	3.7	-15	23
Cc1ccc(C(=O)NNC(=O)c2nn(-c3ccc(F)cc3)ccc2=O)cc1	0.6	-2	0.7	-18	2	3.1	-2	0.8	-20	5
Cn1ncc(C#N)c1/N=C/N1CCOCC1	-1.9	-1	-0.4	-5	0	-0.9	-2	3.0	-7	7
O=C(NCc1ccccc1Cl)C1CCC(CNc2nc(=S)[nH]c3ccccc23)CC1 (stereo not drawn)	-3.4	1	1.0	-7	6	0.0	12	0.5	14	2
CC(C)c1ccc(N2C(=NC(=O)C3CC3)SC3CS(=O)(=O)CC32)cc1 (stereo not drawn)	-1.0	-2	-1.1	-16	1	0.5	3	-0.6	-14	-23

Assay outcomes: PubChem BioAssay, several laboratories
